High-throughput results as filed in PubChem BioAssay.
Mdm2-MdmX inh: human Mdm2/MdmX binding inhibition | SaOS-2 split-luciferase Mdm2/MdmX complementation, luminescence | AID 485346 | 3% of 330,000 active | inhibition, % at 8 µM;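 active = inhibition of at least 50% at 8 µM in the primary screen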
Target sequence (O15151 whole entry, looked up): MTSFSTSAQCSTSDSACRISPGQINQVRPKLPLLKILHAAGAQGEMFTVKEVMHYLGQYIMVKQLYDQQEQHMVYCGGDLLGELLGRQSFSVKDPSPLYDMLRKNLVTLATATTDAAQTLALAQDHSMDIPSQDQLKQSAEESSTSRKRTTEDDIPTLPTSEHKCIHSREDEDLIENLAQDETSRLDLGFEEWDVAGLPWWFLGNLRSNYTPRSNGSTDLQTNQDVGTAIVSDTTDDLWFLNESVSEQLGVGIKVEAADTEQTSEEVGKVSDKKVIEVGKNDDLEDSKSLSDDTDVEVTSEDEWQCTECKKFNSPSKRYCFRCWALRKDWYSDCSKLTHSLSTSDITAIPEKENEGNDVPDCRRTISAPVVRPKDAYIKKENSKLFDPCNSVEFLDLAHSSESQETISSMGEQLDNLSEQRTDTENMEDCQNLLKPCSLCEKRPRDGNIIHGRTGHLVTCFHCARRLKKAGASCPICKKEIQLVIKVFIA
Target sequence (Q00987 whole entry, looked up): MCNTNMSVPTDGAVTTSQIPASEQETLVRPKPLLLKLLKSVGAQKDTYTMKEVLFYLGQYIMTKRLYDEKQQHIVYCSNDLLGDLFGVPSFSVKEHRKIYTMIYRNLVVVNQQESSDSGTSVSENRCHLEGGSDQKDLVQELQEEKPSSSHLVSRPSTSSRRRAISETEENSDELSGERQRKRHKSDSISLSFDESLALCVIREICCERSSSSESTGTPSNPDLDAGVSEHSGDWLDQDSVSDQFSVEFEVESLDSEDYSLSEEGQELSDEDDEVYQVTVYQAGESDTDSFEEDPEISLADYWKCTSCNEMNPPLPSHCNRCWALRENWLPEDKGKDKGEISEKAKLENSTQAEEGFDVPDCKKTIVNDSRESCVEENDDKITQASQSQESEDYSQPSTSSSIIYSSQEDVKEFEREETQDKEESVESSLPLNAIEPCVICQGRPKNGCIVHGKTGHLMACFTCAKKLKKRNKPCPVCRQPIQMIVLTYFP
UPR XBP1 act: activators of adaptive arm of unfolded protein response (XBP1); CHO-XBP1 luciferase reporter, IRE1-XBP1 UPR activation, luminescence; percent of tunicamycin response, DMSO as zero; AID 463104; activation, % at 20 µM; 0.33% of 330,000 active;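 active = versus positive control, 20 µM dose yields 30% or more activation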;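 also: 100% = tunicamycin at 10 µg/mL and 0% = DMSO only wells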
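Assay system: CHO-XBP1 luciferase reporter cells; Schedule: 6 h treatment, 37 °C; Detection: glow luminescence from Steady-Glo reagent; Benchmarks: high control tunicamycin 10 µg/mL final, low control DMSO vehicle only.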
tim10-1 inh: tim10-1 yeast growth inhibition. S. cerevisiae tim10-1 ts strain growth, BacTiter-Glo, 24 h. inhibition, % at 20 µM. 2.2% of 330,000 active. AID 463190;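 active = inhibition of at least 40%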;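 also: mutant grown at 25 °C; 0% = DMSO wells with yeast and 100% = wells holding no yeast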
CXCR6 inh: CXCR6 (human) receptor inhibition; O00574; CHO-K1 PathHunter CXCR6 beta-arrestin, luminescence; inhibition, % at 20 µM; 0.36% of 360,000 active; AID 602244; in the data active = inhibition above about 34%, passing the limit was not always enough;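 also: antagonist mode with CXCL16 agonist at 10 nM final; 0% = 10 nM CXCL16 with DMSO and 100% = unstimulated wells without agonist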
tim23-1 inh: inhibits growth of tim23-1 mutant yeast; inhibition, % at 20 µM; 1.3% of 330,000 active; AID 463212; S. cerevisiae tim23-1 growth, BacTiter-Glo luminescence, 24 h;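 active = growth inhibition of the mutant yeast at or above 50%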;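 also: temperature-sensitive mutant grown at 25 °C; plate controls were DMSO-treated mutant yeast for no effect and medium wells lacking yeast for full effect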
TIM10 inh: inhibits growth of TIM10 yeast strain. 1.4% of 330,000 active. S. cerevisiae TIM10 strain growth, BacTiter-Glo luminescence, 24 h. inhibition, % at 10 µM. AID 463195;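 active = inhibition of 40% or more at the single tested concentration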;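 also: wild-type TIM10 isogenic control strain grown at permissive 25 °C; 0% = DMSO yeast wells and 100% = minimal medium wells without yeast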
UPR CHOP act: apoptotic UPR (CHOP) activation | CHO-CHOP luciferase reporter, luminescence; percent of tunicamycin response over DMSO baseline | 0.34% of 330,000 active | activation, % at 10 µM;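 active = at 10 µM dose, activation of 40% or more, normalized to positive control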;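 also: 100% = tunicamycin at 10 µg/mL and 0% = DMSO alone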
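Evaluation: % reporter activation, DMSO baseline versus tunicamycin full activation; System: CHO-CHOP luciferase reporter cell line; Input: 500 cells/well; Incubation: 6 h compound treatment, 37 °C; Measured by: Steady-Glo luciferase luminescence; Dosing: one dose, 10 µM in 0.5% DMSO; Buffer or medium: F12 medium, 10% FBS; Benchmarks: positive tunicamycin 10 µg/mL, negative DMSO alone.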
APJ antag: antagonists of human APJ apelin receptor. inhibition, % at 20 µM. CHO-K1 APJ beta-arrestin complementation, luminescence. AID 2521. 0.32% of 330,000 active;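 active = inhibition above about 40% at 20 µM, limit read from the data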;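 also: cells challenged with 10 nM apelin-13 agonist together with compound; plate controls were apelin-13 plus DMSO wells for no effect and DMSO wells lacking apelin-13 for full effect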
APJ agonist: activates the human apelin receptor APJ. P35414. CHO-K1 APJ PathHunter beta-arrestin, luminescence; 0% DMSO wells, 100% apelin. activation, % at 20 µM. 0.11% of 330,000 active. AID 2520;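 active = activation more than six SD over the plate average, tested at 20 µM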;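 also: 0% = DMSO alone and 100% = apelin-13 at 10 nM; some results filed as inactive read as strong as hits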
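Incubation: overnight seeding, 90 min compound at 25 °C, 1 h detection; test system: PathHunter CHO-K1 APJ (AGTRL-1) beta-arrestin reporter cells; amount: 1000 cells/well; doses: one dose, 20 µM compound, 1% DMSO; measured by: beta-gal luminescence; measure: agonist-driven arrestin binding to APJ; benchmarks: negative DMSO alone, positive Apelin-13 at 10 nM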
* = called active by the depositor.

Structure	Mdm2-MdmX inh	UPR XBP1 act	tim10-1 inh	CXCR6 inh	tim23-1 inh	TIM10 inh	UPR CHOP act	APJ antag	APJ agonist
O=C(O)COc1cnc2ccccc2n1	-13	1	-18	-1	14	-10	-1.4	13	0
Cc1nnc2c(NCCC(C)C)nc3ccccc3n12	26	0	-9	3	13	13	0.3	-2	-1
CCOC(=S)SCC(=O)N1CCc2ccccc2C1C1C(=O)CCCC1=O (stereo unspecified)	13	0	40	11	24	15	-3.0	-6	-2
CCC(C)NC(=O)c1ccc([N+](=O)[O-])c(Cl)c1 (stereo unspecified)	5	0	2	-7	2	-5	1.6	19	-1
Cn1c(NCCN(CCO)CCCc2ccc([N+](=O)[O-])cc2)cc(=O)n(C)c1=O	0	-4	-25	6	9	-2	-0.5	1	-2
COCCn1c(SCC(=O)NC(C)c2ccc(F)cc2)nc2ccccc21 (stereo unspecified)	1	-5	17	-5	17	4	0.8	8	-3
O=C(NCc1cccs1)C(=O)NCC1OCCCN1S(=O)(=O)c1cc(F)ccc1F (stereo unspecified)	2	-3	9	-1	2	-5	0.4	11	-2
CN1CCN(c2ccc(-c3cccc(NC(=O)COc4ccc(Cl)cc4Cl)c3)nn2)CC1	47	-6	39	4	31	26	2.0	3	-3
COc1ccc(S(=O)(=O)n2nc(C)cc2C)c(C)c1C	12	-2	23	2	21	10	-1.7	15	4
O=C(Cn1nnnc1CN1CCOCC1)N1CCC(c2cccc(Cl)c2)C1 (stereo unspecified)	15	-3	-5	-9	5	1	1.3	-42	-3
CCCCC1=NN(C(=O)c2cocc2C)C(O)(C(F)(F)F)C1 (stereo unspecified)	-19	2	3	1	-3	1	-2.2	13	0
CNC(=S)Nc1ccc(OC)c(OC)c1	27	-3	9	-13	7	-12	-0.6	-6	3
COCCCNC(=O)CNC(=O)c1cn(-c2ccccc2OC)c(=O)c2ccccc12	-22	-1	-5	-4	5	-9	-0.7	5	-5
S=C(NCCN1CCOCC1)N/N=C/c1ccccc1	-14	-2	6	1	8	8	-0.1	12	-1
c1ccc2c(c1)[nH]c1c(N3CCCC3)ncnc12	17	-2	1	-3	45	10	3.9	-4	2
CN(C)c1ccc(/C=N/NC(=O)CN2CCCCC2)cc1Br	-12	0	-6	15	3	-13	-0.7	15	1
O=C(O)c1c(-c2ccccc2)oc2ccc(O)cc12	-11	-3	-5	4	8	5	-0.6	-5	-3
Cc1nc2ccccc2n1C(=O)c1ccccc1[N+](=O)[O-]	-17	-1	34	-16	50	50*	-3.9	-27	4
CC(C)(C)NS(=O)(=O)CC12CCC(CC1=O)C2(C)C (stereo unspecified)	8	-1	10	1	8	-10	-0.7	6	0
NC(=O)C1CCN(C(=O)/C=C/c2ccco2)CC1	3	-1	12	-3	0	9	0.5	18	-1
O=C(c1ccccc1)N1CCN(S(=O)(=O)c2ccc(Cl)c(C(F)(F)F)c2)CC1	-20	1	16	-12	23	12	-1.1	-2	-4
CN(CC(=O)Nc1cccc(F)c1)C(=O)C1CCN(S(=O)(=O)c2ccc3c(c2)OCCO3)CC1	18	-1	-4	-5	5	-1	3.0	8	4
CC(=O)Nc1ccc(NC(=O)COC(=O)c2ccccc2C(=O)c2ccccc2)cc1	3	-4	15	-3	11	10	1.6	-3	0
COc1ccc(NS(=O)(=O)c2ccc(OCC(=O)N3CCCC3)cc2)cc1	-1	-2	4	-3	-4	8	1.7	-2	-1
Cc1cc(C)cc(N2Cc3ccccc3C2)c1	10	1	14	4	21	-1	1.9	1	6
CN(CC(=O)NCc1ccccc1Cl)S(=O)(=O)c1cccs1	-4	-1	11	0	29	-12	0.1	10	-1
N#CCOC(=O)C1CCN(S(=O)(=O)c2ccc3c(c2)OCCO3)CC1	30	-1	14	-8	22	10	0.1	4	-5
N/C(=N\OC(=O)Cc1ccc(-c2ccccc2)cc1)c1cccc([N+](=O)[O-])c1	-21	3	20	-7	13	7	-0.2	14	-3
CN(C(=O)COC(=O)c1cc(-c2ccco2)nc2ccccc12)C1CCS(=O)(=O)C1 (stereo unspecified)	7	-2	-8	5	-35	-7	-0.8	5	1
COC(=O)c1[nH]c2ccccc2c1NC(=O)CN1CCN(c2cccc(OC)c2)C(C)C1 (stereo unspecified)	25	1	23	0	29	35	-1.9	7	6
Cc1ccc(-n2nc3c(=O)n(CC(=O)NCCc4ccccc4C)nc(C)c3c2C)cc1	30	-1	11	15	7	3	-0.5	-1	0
COC(=O)c1[nH]c2cc(OC)ccc2c1NC(=O)CCN1CCN(c2ccccc2)CC1	16	1	25	0	17	13	-2.2	14	-1
C=CCC(O)(CC=C)C(C)N (stereo unspecified)	-30	2	-11	0	-6	8	0.2	-8	-2
CCOc1cnc(C(=O)NNC(=O)c2ccccc2Br)o1	-14	0	8	-10	-3	9	0.4	7	-2
Cc1c(-c2ccccc2Cl)nc2ccccc2c1C(=O)O	9	-6	-11	3	13	9	-0.4	12	0
CN(C)S(=O)(=O)c1ccc(C(=O)OCC(=O)Nc2sc3c(c2C#N)CCCCC3)cc1	-27	0	13	-2	-3	5	4.0	14	-3
Nc1cc(=O)nc(SCC(=O)Nc2cccc3ccccc23)n1CCc1ccccc1	20	-1	15	2	18	-9	0.1	1	-3
O=C(NC1CCCC1)c1ccccc1-c1nc2ccccc2[nH]1	11	1	-1	-5	-1	-4	0.2	9	-3
C/C(Cc1ccccc1)=N\NC(=O)CNC(=O)COc1cccc(C)c1	-1	0	8	1	12	11	0.7	2	-1
CNC(=O)N1CCN(C(=O)NC)CC1	22	-2	12	-6	-2	4	-1.6	11	-3
CC1(C)CC(=O)C2=C(C1)Nc1ccccc1[S@]2=O	7	0	2	3	8	-12	-0.5	2	2
COc1ccc(C(=O)N2C(=O)c3ccc(N)cc3C2=O)cc1	36	0	15	5	-15	-16	-0.7	27	-2
CC(C)n1ncc2c(C(=O)Nc3ccc(CC#N)cc3)cc(C3CC3)nc21	-15	3	14	-5	27	12	-0.2	3	0
Cc1ccc(NC(=O)C2CC(=O)OC23CCOC(C)(C)C3)cc1 (stereo unspecified)	0	0	4	-3	2	7	3.2	0	-5
NC(=O)C1(c2ccccc2)CCCN1C(=O)c1ccccc1Br (stereo unspecified)	14	-2	7	0	5	2	1.0	1	-3
Cc1cc(C)c2ccc(=S)[nH]c2n1	1	2	9	-5	-5	7	-0.2	13	-6
Cc1nc2nc[nH]n2c(=O)c1CCOC(=O)c1c(F)cccc1F	-16	-2	10	-10	8	5	-1.3	11	-1
Cc1noc(C)c1COC(=O)c1ccccc1NC(=O)c1ccco1	25	2	15	0	35	-4	-2.0	-6	-2
CC[C@@H](C)[C@H](NC(=O)Cc1c(C)c2cc3c(C)coc3c(C)c2oc1=O)C(=O)O	-9	-2	32	-1	25	21	0.8	14	1
c1ccc(N2CCN(Cc3ccc4c(c3)OCO4)CC2)nc1	26	0	0	-1	13	8	0.7	-5	-2

Entries of single compounds from above:
CC(C)n1ncc2c(C(=O)Nc3ccc(CC#N)cc3)cc(C3CC3)nc21 across the screens: Mdm2-MdmX inh = -15; UPR XBP1 act = 3; tim10-1 inh = 14; CXCR6 inh = -5; tim23-1 inh = 27; TIM10 inh = 12; UPR CHOP act = -0.2; APJ antag = 3; APJ agonist = 0
Nc1cc(=O)nc(SCC(=O)Nc2cccc3ccccc23)n1CCc1ccccc1 across the screens: Mdm2-MdmX inh = 20; UPR XBP1 act = -1; tim10-1 inh = 15; CXCR6 inh = 2; tim23-1 inh = 18; TIM10 inh = -9; UPR CHOP act = 0.1; APJ antag = 1; APJ agonist = -3

(further entries)
Structure	Mdm2-MdmX inh	UPR XBP1 act	tim10-1 inh	CXCR6 inh	tim23-1 inh	TIM10 inh	UPR CHOP act	APJ antag	APJ agonist
COc1ccc(Cl)cc1-n1c(C)cc(C(=O)O)c1C	5	-1	13	1	19	17	-1.3	18	-1
CCc1ccc(Nc2n[n+](-c3ccccc3)c(-c3ccc(C(=O)O)cc3)s2)cc1	33	-3	-32	1	0	3	-0.1	-7	0
CCCCCC1CCC(C(=O)NNC(=S)NCC)CC1 (stereo unspecified)	-6	0	33	2	33	13	0.8	34	1
COc1cc(C=Nc2ccccc2C(=O)Nc2ccccc2)cc(OC)c1OC	11	1	19	5	23	11	-1.6	0	-2
O=C(Oc1ccccc1)c1ccc(-n2cnnn2)cc1	13	-1	8	-3	8	-9	-0.1	7	3
CC(C)COn1c(=S)[nH]c2ccccc2c1=O	3	-1	25	6	34	17	2.2	5	-2
Cc1ccc(NS(=O)(=O)c2ccc3c(c2)NC(=O)CCS3)cc1F	24	-9	2	-7	9	0	1.3	-32	-1
COc1ccccc1OCCCC(=O)Nc1ccc(N2CCOCC2)cc1	-5	-2	16	-3	1	0	-0.2	3	-3
c1coc(CNc2ncnc3nc[nH]c23)c1	3	-3	8	4	14	1	2.6	-3	-3
O=C(NC(=O)c1ccc(Cl)cc1)OC1CCCCC1	-24	6	17	1	8	-13	1.9	-13	0
Cc1ccc2nc(Cl)c(-c3ccccc3)cc2c1	-3	6	30	6	27	18	3.5	8	0

A portion of the library; count on the stated rates, not on these rows.
